Insulin prom up – insulin promoter activators in MIN6 cells, imaging, high-content screening, mouse beta cells; MIN6 insulin promoter-GFP reporter; active compounds read high; z-score at 5 µM; 0.3% of 190,000 active; AID 1625, 2009;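 active = z-score above 3 at 5 µM with at least 500 cells counted in the well; inconclusive = wells under 500 cells, flagged as cytotoxic or low count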
Yfh1-depleted yeast – enhancers of respiration in Yfh1-depleted yeast, dose response, Friedreich's ataxia, plus single-dose screen (AID 1465); 0.074% of 220,000 active; S. cerevisiae Yfh1-off respiration, WST-1 reduction, 72 h; higher fold induction means a stronger effect; fold induction at 50 µM; hits with a dose series show EC50 in µM;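 active = fold induction of absorbance versus untreated yeast above a set limit, then at least 30% activation at any dose in follow-up; inconclusive = repeats straddling the limit, or above it without dose testing; inactive = fold induction below the set limit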;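 note: activators that raise dye reduction in frataxin-depleted yeast; strong numbers were not always called active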
Dynein transport – inhibitors of GR-EGFP nuclear translocation, primary screen, dynein cargo transport inhibitor project, imaging, high-content, 3617.4 mouse cells. test concentration mostly 20 µM; stimulated with dexamethasone, 1 µM; active compounds read low. z-score, hits read low. 0.47% of 220,000 active. AID 1381, 2008;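 active = plate z-score of nuclear minus cytoplasmic receptor signal below a set negative limit, without overly bright fluorescence or cell loss, cut at about -3.5 in these data, passing the limit was not always enough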;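 note: z-score of nuclear minus cytoplasmic ring GR-EGFP intensity difference per well; some compounds called inactive have numbers as strong as hits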
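Buffer or medium: tet-free medium with charcoal-stripped serum / Also added: dexamethasone agonist, 1.0 µM final, for 30 min / Timing: induction 48 h, compound 1 h, agonist 30 min / Measured by: high-content fluorescence imaging after fixation / Read-out: nuclear-to-cytoplasmic GR-EGFP distribution per well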
Autophagy mod – autophagy modulators in MEF cells, primary screen, imaging, high-content, MEF GFP-LC3; MEF GFP-LC3 puncta imaging; test concentration mostly 10 µM; calls only at 10 µM (by protocol); 0.98% of 190,000 active;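 active = percentage of spot-positive cells more than 3 SD above its plate mean, without a fluorescence outlier flag or 80% toxicity; inconclusive = no clear call, values can overlap the other calls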;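 note: spot-positive cell cutoff set from DMSO-treated cells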
WT yeast gro inh – growth inhibition of WT strain, primary screen, mitochondrial fusion inhibitor project, WT and mutant strains, chemical genetic; 2.1% of 190,000 active; inhibition, % at 10 µM; mitochondrial fusion phenotypic screen; in the data active = inhibition above about 58%; tested in S. cerevisiae
MT stabilizer – microtubule stabilizers in HeLa cells, primary screen, imaging, high-content imaging; % tubulin-high responders, % at 10 µM; AID 2205, 2009; 0.83% of 200,000 active; HeLa tubulin immunostaining HCS, 24 h; share of cells brighter than vehicle mean+2SD;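 active = plate Z-score above 3 for both tubulin-high and condensed-nucleus cell shares, with cell loss under 80%, at 10 µM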;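 note: anti alpha tubulin signal scored within the nucleus-defined area of each cell; some results filed as inactive read as strong as hits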
AID2073 – inhibitors of Mint1-CaV2.2 protein interaction, biochemical, HTRF (AID 2073). Voltage-dependent N-type calcium channel subunit alpha-1B (Homo sapiens). HTRF protein-protein interaction, Mint1-CaV2.2; higher % means a stronger effect. inhibition, % at 20 µM, or IC50 in µM where a hit was titrated. 0.19% of 290,000 active; in the data active = inhibition mostly above about 51%, no sharp cut-off; inconclusive = no clear call, values can overlap the other calls; inactive = mostly below about 53%; note: some results filed as inactive read as strong as hits
b-catenin transl – modulators of beta-catenin nuclear translocation, primary screen, imaging, HeLa cells, immunofluorescence, high-content; nuclear translocation activity, % at 5 µM; 0.3% of 190,000 active;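 active = nuclear translocation activity above 50% at 5 µM, with a well cell count of 50 or more; inconclusive = wells under 50 cells across six images, flagged as toxic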;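 note: per-cell ratio of nuclear to cytoplasmic median beta-catenin stain intensity; plate controls were DMSO negative control for no effect and GSK-3 inhibitor IX positive control for full effect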
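Test system: human HeLa cell line; Doses: 5 µM primary, 0.02–20 µM confirmation; Incubation: 24 h compound exposure, 37°C; Detection: beta-catenin immunofluorescence imaging with DAPI; Read-out: beta-catenin nuclear/cytoplasmic ratio, % activation.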
HIV peptide binding – inhibitors of HIV fusion peptide binding, primary screen, biochemical, uHTS, fluorescence dequenching (AID 1986) | cell-free peptide binding, fluorescence dequenching, 30 min; higher % means a stronger effect | one-dose inhibition, % at 20 µM; IC50 in µM for titrated hits | 0.3% of 290,000 active; in the data active = inhibition mostly above about 52%, no sharp cut-off; inactive = mostly below about 76%; note: some results filed as inactive read as strong as hits
WT yeast gro inh mutant strain – also measured in WT yeast gro inh; calls as there; inhibition, %; mitochondrial fusion phenotypic screen, mutant strain inhibition
Dynein transport cytoplasmic EGFP – further read-out of Dynein transport, marked with its call; z-score; measured here: cytoplasmic GR-EGFP intensity; active compounds read high
Dynein transport nuclear GR-EGFP – second read-out of Dynein transport, no call of its own (marks repeat the call); z-score; measured here: nuclear GR-EGFP intensity;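 lower value marks the stronger effect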
Dynein transport cell count – second read-out of Dynein transport, no call of its own (marks repeat the call); z-score; measured here: cell count per field
Insulin prom up cell count – second read-out of Insulin prom up, no call of its own (marks repeat the call); cell count; measured here: cytotoxicity, nuclei count;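 total cells summed across four imaged fields per well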
b-catenin transl cell count 5 µM – recorded beside b-catenin transl, whose call it bears; cell count; measured here: cell count, cytotoxicity flag
MT stabilizer Hoechst-high % – also measured in MT stabilizer; calls as there; % Hoechst-high responders; measured here: nuclear condensation Hoechst responders;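 share of cells brighter than vehicle mean plus two SD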
MT stabilizer cytotoxicity % – also measured in MT stabilizer; calls as there; toxicity, %; measured here: cytotoxicity by cell density;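 0% = mean cell density of plate MIN control wells and 100% = no cells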
Autophagy mod cell loss 18 h – also measured in Autophagy mod; calls as there; toxicity, %; measured here: cell loss, nuclei count;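 cell loss after 18 h compound exposure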
The depositor's hits bear a star; i = inactive; ? = inconclusive; nt = no result given. Random draw from the library. About 4.2% of those tested had a hit in this group.

Fields – Insulin prom up	Insulin prom up cell count	Yfh1-depleted yeast	Dynein transport	Dynein transport cytoplasmic EGFP	Dynein transport nuclear GR-EGFP	Dynein transport cell count	Autophagy mod	Autophagy mod cell loss 18 h	WT yeast gro inh	WT yeast gro inh mutant strain	MT stabilizer	MT stabilizer Hoechst-high %	MT stabilizer cytotoxicity %	AID2073	b-catenin transl	b-catenin transl cell count 5 µM	HIV peptide binding
- O=C(CCC(=O)Nc1ccccc1)NCCO
    nt	nt	i	-1.4	-0.26	-0.97	1.9	i	-5	-13	-8	3.5	2.1	9.6	14%	-1.4	1157	1.2%
- Cc1nc(Nc2ccc(Cl)cc2Cl)sc1C(=O)Nc1ccccc1
    0.14	1520	i	0.23	-0.21	0.41	0.16	i	11	71*	61*	2.6	2.8	7.3	16%	0.2	1132	-0.2%
- Cc1onc(-c2c(F)cccc2Cl)c1C(=O)Nc1sc2c(c1C(N)=O)CCC2
    0.79	899	i	-1.3	-0.17	-0.56	0.98	i	10	67*	40*	31*	7.1*	47*	5%	nt	nt	1.2%
- c1ccc2c(c1)nc1n2CCN1CCNC1CCCCC1
    -0.23	1166	i	-1.4	-0.17	-0.29	0.35	i	1	-2	-2	4.7	2.5	5.4	0%	-1.3	746	0.3%
- CCC(=O)Nc1ccc2c(c1)ncn2-c1ccccc1
    5*	1430*	i	-0.16	-0.25	-0.92	1.2	i	1	-3	-1	2.5	1.8	3.3	1%	0.5	1377	-2.6%
- CCOC(=O)/C(=C/c1ccc(Cl)cc1)NC(=O)c1ccco1
    -0.29	1409	i	-0.31	-0.27	-0.33	0.54	i	6	-7	-13	3.9	2.5	9.5	-12%	0.1	1008	0.3%
- N=c1n(Cc2ccccc2Cl)c2ccccc2n1CC(O)c1ccco1 (stereo not drawn)
    -1.3	1080	i	-1	0.21	-0.67	1.1	i	-9	-1	-14	1.8	1.8	7.4	-1%	1.5	1368	0.3%
- COc1ccccc1CNC(=O)C1=C(C)C(=O)OC12CCC(C)CC2 (stereo not drawn)
    ?	nt	i	-1	-0.2	-0.59	0.36	i	-4	2	-1	6.0	3.3	9.7	-1%	nt	nt	3.5%
- O=C(CSc1nnc(-c2ccccc2)n1-c1ccc(Cl)cc1)NNC(=S)Nc1ccccc1
    0.47	1412	i	2.1	-0.024	1.1	-1.4	i	23	3	6	3.6	1.4	7.2	-14%	-3.1	1084	8.7%
- CCOc1ccc(NC(=S)Nc2ccc(OCc3ccccc3)cc2)cc1
    0.1	1295	i	-0.15	-0.22	-0.32	0.21	i	8	-1	8	2.1	3.5	3.0	-6%	-1.5	1069	-5.4%
- Cc1ccc(Oc2nc(-c3ccccc3)ncc2S(=O)(=O)c2ccc(C)cc2)cc1
    -0.99	1959	i	-0.046	-0.21	-0.37	0.038	i	1	17	16	2.2	2.2	6.0	10%	-0.1	1135	5.2%
- O=C(Nc1nnc(-c2ccccc2SCc2ccccc2)s1)Nc1ccccc1F
    0.42	1397	i	0.82	-0.18	0.73	-0.086	i	-40	-4	-7	3.3	2.0	3.5	14%	-2.4	1008	0.9%
- COc1ccc(CCNC(=O)Cc2ccc(OC)c(OC)c2)cc1OC
    -0.18	1343	i	-0.14	-0.26	0.058	0.32	i	-1	6	-15	3.2	1.6	10	4%	-1.9	1166	0.8%
- CC1CCN(CCCCOc2ccccc2Br)CC1
    -0.32	1249	i	-0.95	-0.24	-0.91	0.38	i	-16	20	32	4.7	4.2	7.8	7%	-0.4	526	0.0%
- Cc1cc(C)[n+](-c2ccc(F)cc2)c2[nH]c(=O)[nH]c(=O)c12
    0.73	1444	i	-0.1	-0.25	0.14	1.4	i	12	26	5	5.8	2.6	1.0	20%	-0.2	1065	-2.0%
- Cc1c(NC(=O)CSc2nnnn2Cc2ccccc2)c(=O)n(-c2ccccc2)n1C
    0.27	1200	i	-0.97	-0.25	-0.64	0.94	i	-1	9	5	3.9	2.3	3.9	-2%	-0.4	1188	0.6%
- COc1cccc(NC2=C(C#N)C(=O)NC(c3cccc(OC)c3O)S2)c1 (stereo not drawn)
    -0.21	1395	i	-0.41	-0.29	-0.41	0.87	nt	nt	nt	nt	nt	nt	nt	7%	-2.9	1159	1.0%
- CCN(CC)Cc1c(O)c(Cl)cc2c(C)cc(=O)oc12
    -0.41	1219	i	3	-0.28	1.7	-1.6	i	-8	1	5	3.3	3.2	9.2	49%	1.4	1068	27%
- O=C(CC1OC(=O)c2ccccc21)NC1CCCCC1 (stereo not drawn)
    0.05	1546	i	-0.97	-0.42	-0.21	1.3	i	7	-11	-2	2.7	2.2	13	0%	0.1	1424	2.3%
- Cc1cccc(C(=O)NNC2=CC(=O)CC(C)(C)C2)c1O
    0.07	1088	i	1.4	-0.12	0.51	-1.9	nt	nt	nt	nt	nt	nt	nt	12%	-0.7	1313	1.6%
- CCOC(=O)c1cnc2ccc(C)cn2c1=O
    0.37	1310	i	1.6	-0.24	0.79	-0.2	nt	nt	nt	nt	nt	nt	nt	19%	-0.7	1145	0.1%
- O=C(COC(=O)c1cc2ccccc2o1)c1ccccc1
    -0.56	792	i	0.83	-0.21	0.63	0.24	i	18	-2	1	2.1	1.3	0.3	0%	-0.6	931	-1.7%
- O=C(Cn1nnc(N2CCCC2)n1)N/N=C/c1ccc(Cl)cc1
    0.02	1365	i	-0.66	-0.23	-0.35	0.43	nt	nt	nt	nt	nt	nt	nt	2%	1.0	1119	0.8%
- CCOC(=O)c1c(NC(=S)Nc2ccccc2)sc2c1CCN(CCc1ccccc1)C2
    0.33	1479	nt	-0.96	2.5	-0.14	0.57	i	-5	0	-5	1.4	2.0	8.2	-34%	1.3	1420	51%
- COc1ccccc1N(C(=O)CNS(=O)(=O)c1ccccc1)C(C(=O)NCc1ccco1)C(C)C (stereo not drawn)
    -0.91	1047	i	0.21	-0.22	0.27	0.22	i	-6	-7	-29	3.1	2.0	7.4	-1%	-4.7	943	-0.1%
- COc1cc2ncc(S(=O)(=O)c3ccccc3)c(N3CCC4(CC3)OCCO4)c2cc1OC
    -1.7	1138	i	0.058	-0.25	0.11	-0.39	i	9	20	-13	3.5	1.1	5.4	8%	-0.8	1084	-0.4%
- COc1cccc2c1CCC(NC(C)=O)C2=O (stereo not drawn)
    0.06	1289	i	-0.18	-0.052	-0.25	-0.72	i	17	-7	-12	1.2	1.6	4.6	7%	nt	nt	0.4%
- CC1=C(C(=O)OC(C)C)C2(O)C(=O)c3ccccc3C2(O)N1 (stereo not drawn)
    nt	nt	i	0.85	-0.25	0.41	0.27	i	-8	1	-10	3.9	1.5	3.7	8%	nt	nt	-1.7%
- Cc1nnc(NC(=O)c2cccc(Br)c2)s1
    nt	nt	i	-0.83	0.14	-0.55	0.3	i	-3	43	15	1.8	1.6	14	5%	nt	nt	3.0%
- COCc1c(C(=O)NC2CCCCCC2)oc2ccccc12
    0.58	1047	i	0.069	-0.32	0.27	0.21	i	4	-13	10	8.6	2.1	9.0	38%	-1.3	1057	-2.0%
- COc1ccc(OC)c(NC(=O)CCN2CCCC(C)C2)c1 (stereo not drawn)
    -1.5	1285	i	-0.28	-0.35	0.017	0.45	i	-1	-14	-28	4.2	2.5	8.0	3%	-4.4	909	0.2%
- COc1nc(Cc2ccc(Cl)cc2)nc2ccccc12
    -1.1	1252	i	0.46	-0.37	0.069	-0.4	i	-1	11	-2	1.6	1.4	3.6	8%	-0.8	1098	-2.1%

Screens deposited in PubChem BioAssay by several laboratories.
